Assay outcomes (PubChem)
zfTRPN1 agonist: zebrafish TRPN1 channel agonists, primary screen, cell-based, HEK293, calcium fluorescence. transient receptor potential cation channel N1 (TRPN1/NompC), Danio rerio. HEK293 zebrafish TRPN1-YFP, Fluo-8 calcium fluorescence; 100% = response to 87 µM carbachol. activation, % at 3 µM. 220,000 compounds, 0.18% hits. AID 1424, 2008;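 active = activation above its plate's cutoff, the mean activation of test wells on that plate plus 3 SD, cut at about 19% in these data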;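 note: 0% = DMSO alone and 100% = 87 µM carbachol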
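Material: zebrafish TRPN1-YFP in HEK293 cells; Doses: single test compound dose, 3 µM nominal, 0.3% DMSO; Timing: dye loading 1 h at 37 °C, then 30 min room temperature; Technique: intracellular calcium fluorescence with Fluo-8; Benchmarks: high carbachol 87 µM, low DMSO alone.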
TRPML3 ag: human TRPML3 channel agonists, primary screen, cell-based, HEK293 TRPML3-YFP, Fluo-8 calcium fluorescence, 3 µM; Mucolipin-3 (Homo sapiens), Q8TDD5; 100% = the carbachol control signal; activation, % at 3 µM; 220,000 compounds, 0.29% hits;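 active = activation above its plate's cutoff, the mean activation of the plate's test wells plus 3 SD, cut at about 12% in these data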;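 note: 0% = DMSO only wells and 100% = carbachol wells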
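Test system: TRPML3-YFP stable HEK293 cells. Doses: single point at 3 µM. Incubation: dye loading 1 h 37 °C then 30 min ambient, 125 s read. Signal: Fluo-8 calcium dye fluorescence, ex 470-495, em 515-575 nm. Measure: percent activation from peak-to-basal fluorescence ratio, scaled between DMSO and carbachol.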
thrombin 1536: human alpha-thrombin inhibitors, primary screen, counter-screen for coagulation protease inhibitor project, biochemical, 1536-well, fluorogenic AMC substrate | Prothrombin (Homo sapiens), P00734 | Boc-VPR-AMC fluorogenic substrate cleavage | inhibition, % at 5 µM | 220,000 compounds, 0.26% hits;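 active = inhibition at or above 40%; inactive = inhibition below 40%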;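 note: 0% = enzyme with no compound and 100% = wells without enzyme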
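Material: human alpha-thrombin protein. Incubation: reaction at ambient temperature. Technique: fluorescence of released AMC, ex 355 nm, em 460 nm. Control set: no-compound enzyme wells and no-enzyme blanks. Also added: Boc-VPR-AMC substrate, 15 µM final. Buffer or medium: pH 7.5 Tris (50 mM) with NaCl 150 mM, Tween 20 0.05%.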
EBV gp42 block: Epstein-Barr virus gp42 inhibitors, primary screen, biochemical, uHTS, fluorescence polarization; AID 1085, 2008; inhibition, % (tested at 21.74 µM); 220,000 compounds, 0.42% hits; Glycoprotein 42 (Epstein-Barr virus (strain AG876)), Q1HVG2; Fluorescence polarization binding assay, mP read-out; in the data active = inhibition above about 50%
Target sequence (Q1HVG2 whole entry, looked up): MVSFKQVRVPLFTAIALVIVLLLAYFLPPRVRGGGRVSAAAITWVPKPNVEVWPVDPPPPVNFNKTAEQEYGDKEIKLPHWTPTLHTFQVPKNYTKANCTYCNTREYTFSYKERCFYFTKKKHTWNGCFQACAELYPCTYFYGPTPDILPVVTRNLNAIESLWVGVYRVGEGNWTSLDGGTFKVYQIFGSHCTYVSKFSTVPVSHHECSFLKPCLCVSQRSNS
Tb hexokinase: Trypanosoma brucei hexokinase 1 inhibitors, primary screen, biochemical, G6PDH-coupled NADH absorbance, MLSCN library | recombinant TbHK1, G6PDH-coupled NADH A340 | inhibition, % at 10 µM | 220,000 compounds, 0.11% hits;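 active = inhibition of 50% or more in the single-dose primary screen; inactive = inhibition below 50%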
Calpain2 inh: inhibitors of pig calpain II, primary screen, biochemical, fluorogenic peptide substrate, 1536-well; purified calpain II, 30 min; inhibition, % at 16 µM; 220,000 compounds, 0.37% hits;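 active = inhibition above about 50%, limit read from the data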
Cl transport mod: KCC2 cotransporter modulators, thallium flux, primary screen, cell-based, HEK293 KCC2, FluoZin-2 fluorescence, MLSMR; KCC2 cells, thallium flux FluoZin-2 fluorescence; B-score of Tl+ flux slope (higher = more flux/activation; lower = inhibition) at 10 µM; 190,000 compounds, 2.2% hits; AID 1456, 2008;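 active = thallium flux slope and its plate-corrected score both differing from the plate sample mean at a set confidence after two filtering rounds, in either direction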;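 note: slope of fluorescence scaled to starting intensity during 10 to 20 s after thallium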
PPC-1+TRAIL kill: compounds killing PPC-1 cancer cells with TRAIL present, primary screen, TRAIL potentiator project, ATPLite luminescence, uHTS; PPC-1 cells + TRAIL, ATPLite viability luminescence; cell killing (% activity), % at 4 µM; 220,000 compounds, 0.41% hits;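 active = cell killing above 50% in the first pass at 4 µM, then a duplicate retest at 5 µM averaging 50% or more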;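 note: plate controls were cells with TRAIL plus DMSO for no effect and medium-only wells lacking cells for full effect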
Furin inhibitor: human furin inhibitors, primary screen, biochemical, fluorescence intensity; purified furin, fluorogenic substrate cleavage; 220,000 compounds, 0.061% hits; inhibition, % at 30 µM; P09958; in the data active = inhibition above about 25%; note: inactives centre near -15
Target sequence (P09958 108-714 limits assumed): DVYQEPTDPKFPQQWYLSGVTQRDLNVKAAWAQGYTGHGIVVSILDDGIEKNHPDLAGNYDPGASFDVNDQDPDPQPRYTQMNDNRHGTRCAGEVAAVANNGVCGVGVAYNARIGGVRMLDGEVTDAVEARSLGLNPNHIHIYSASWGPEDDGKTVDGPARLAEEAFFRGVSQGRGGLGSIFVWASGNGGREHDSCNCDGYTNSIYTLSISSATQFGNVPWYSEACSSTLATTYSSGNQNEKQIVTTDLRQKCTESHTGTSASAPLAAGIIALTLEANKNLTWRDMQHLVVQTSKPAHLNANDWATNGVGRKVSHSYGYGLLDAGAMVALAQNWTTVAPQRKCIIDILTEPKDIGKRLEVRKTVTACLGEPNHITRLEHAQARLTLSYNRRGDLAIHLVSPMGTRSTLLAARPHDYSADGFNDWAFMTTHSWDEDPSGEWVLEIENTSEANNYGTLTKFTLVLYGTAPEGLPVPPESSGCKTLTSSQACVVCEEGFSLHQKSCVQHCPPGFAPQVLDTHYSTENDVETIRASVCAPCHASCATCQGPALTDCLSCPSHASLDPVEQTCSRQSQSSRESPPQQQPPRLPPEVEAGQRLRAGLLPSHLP
Numbers without * were called inactive; [ ] = remark or other dose.

CCOC(=O)c1ccc(NC(=O)C(=O)NCC2(c3ccc(OC)cc3)CCOCC2)cc1 was read as zfTRPN1 agonist 1.0, TRPML3 ag 0.4, thrombin 1536 -14, EBV gp42 block -6, Tb hexokinase -18, Calpain2 inh 21, Cl transport mod 0, PPC-1+TRAIL kill 5 and Furin inhibitor -17.
For CN(C)c1ncc(S(=O)(=O)c2ccccc2)c(N)n1 the results were zfTRPN1 agonist 1.5, TRPML3 ag 1.1, thrombin 1536 -2, EBV gp42 block -6, Tb hexokinase 14, Calpain2 inh 9, Cl transport mod 0.061, PPC-1+TRAIL kill 21 and Furin inhibitor -22.
Screening O=C1NC(=O)C2(CCc3ccccc32)N1 (stereo not drawn) returned zfTRPN1 agonist 1.9, TRPML3 ag 0.4, thrombin 1536 -8, EBV gp42 block 0, Tb hexokinase 0, Calpain2 inh -25, PPC-1+TRAIL kill 10 and Furin inhibitor -7.
For C=CCOc1ccc(Br)cc1CNC(C)(C)CO the results were zfTRPN1 agonist 0.0, TRPML3 ag 1.4, thrombin 1536 3, EBV gp42 block -10, Tb hexokinase -2, Calpain2 inh -8, Cl transport mod 0.25, PPC-1+TRAIL kill 45 and Furin inhibitor -29.
For CCOC(=O)c1sc(NS(=O)(=O)c2ccccc2Cl)nc1C the results were zfTRPN1 agonist -0.4, TRPML3 ag 0.4, thrombin 1536 -4, EBV gp42 block 0, Tb hexokinase -15, Calpain2 inh 1, PPC-1+TRAIL kill 11 and Furin inhibitor -24[20 µM].
Screening O=C(NNc1cccc(Cl)n1)C(F)(F)F returned zfTRPN1 agonist -0.3, TRPML3 ag -0.5, thrombin 1536 -6, EBV gp42 block -22, Tb hexokinase -10, Calpain2 inh 0, Cl transport mod -0.09, PPC-1+TRAIL kill 9 and Furin inhibitor -8.
Cc1cccc(NC(=S)NCc2cccn2C)c1 was read as zfTRPN1 agonist -0.2, TRPML3 ag 0.5, thrombin 1536 -2, EBV gp42 block -6, Tb hexokinase -6, Calpain2 inh -6, Cl transport mod -0.26, PPC-1+TRAIL kill -29 and Furin inhibitor -21[20 µM].
O=c1c2c([nH]n1-c1ccccc1)CCCC2 was read as zfTRPN1 agonist -0.3, TRPML3 ag 0.5, thrombin 1536 -1, EBV gp42 block 17, Tb hexokinase 0, Calpain2 inh -1, Cl transport mod 0.12, PPC-1+TRAIL kill 14 and Furin inhibitor -17.
CN1CCN(c2nc(-c3ccco3)cc(C(F)(F)F)n2)CC1 was read as zfTRPN1 agonist 0.0, TRPML3 ag -0.5, thrombin 1536 -4, EBV gp42 block -21, Tb hexokinase -11, Calpain2 inh -38, PPC-1+TRAIL kill -10 and Furin inhibitor -5[20 µM].
`Nc1nc(SCC(=O)c2ccc(Br)s2)n[nH]1` gave zfTRPN1 agonist 1.3, TRPML3 ag 0.6, EBV gp42 block -26, Tb hexokinase -5, Calpain2 inh -20, Cl transport mod 0.15, PPC-1+TRAIL kill 15 and Furin inhibitor -15.
`CN(C(=O)c1ccc2c(=O)n3c(nc2c1)CCCCC3)c1ccccc1` gave zfTRPN1 agonist 1.1, TRPML3 ag -0.2, thrombin 1536 -1, EBV gp42 block -15, Tb hexokinase 0, Calpain2 inh -1, Cl transport mod -0.93, PPC-1+TRAIL kill 5 and Furin inhibitor -16[20 µM].
Cn1nnnc1SCC(=O)c1ccc(Br)s1 was read as zfTRPN1 agonist 0.9, TRPML3 ag 0.5, thrombin 1536 -2, EBV gp42 block -32, Tb hexokinase -5, Calpain2 inh 8, Cl transport mod 1.3, PPC-1+TRAIL kill -2 and Furin inhibitor -15[20 µM].
For CCOC(=O)c1ccc(NC(=O)CSc2nnc(Cc3cccs3)n2C)cc1 the results were zfTRPN1 agonist 0.0, TRPML3 ag -0.8, thrombin 1536 -4, EBV gp42 block -9, Tb hexokinase 5, Calpain2 inh 13, Cl transport mod -0.52, PPC-1+TRAIL kill 24 and Furin inhibitor -9[20 µM].
N#CC(C#N)=C1NC2(CCCCC2)Cc2ccccc21 was read as zfTRPN1 agonist -0.3, TRPML3 ag -0.8, thrombin 1536 3, EBV gp42 block -6, Tb hexokinase -29, Calpain2 inh 6, Cl transport mod -1.1, PPC-1+TRAIL kill 6 and Furin inhibitor -16.
Screening CCc1ccc(OCC(=O)OC2CCS(=O)(=O)C2)cc1 (stereo not drawn) returned zfTRPN1 agonist 0.6, TRPML3 ag 0.7, thrombin 1536 3, EBV gp42 block -15, Tb hexokinase -4, Calpain2 inh -11, PPC-1+TRAIL kill 26 and Furin inhibitor -22.
O=C1OCCC1Sc1nc2ccccc2n1Cc1ccccc1 (stereo not drawn) was read as zfTRPN1 agonist 0.5, TRPML3 ag -0.4, thrombin 1536 -8, EBV gp42 block -13, Tb hexokinase 5, Calpain2 inh 9, Cl transport mod -0.74, PPC-1+TRAIL kill 6 and Furin inhibitor -11[20 µM].
For O=C(Nc1ccccc1-c1nc2ccccc2s1)c1cccnc1 the results were zfTRPN1 agonist 1.0, TRPML3 ag 0.7, thrombin 1536 -5, EBV gp42 block 7, Tb hexokinase 8, Calpain2 inh -78, Cl transport mod 0.98, PPC-1+TRAIL kill 13 and Furin inhibitor -13.
Screening Cc1ccc(-n2c(Cl)c(Cl)[nH]c(=O)c2=O)cc1 returned zfTRPN1 agonist -0.2, TRPML3 ag 0.6, thrombin 1536 1, EBV gp42 block -6, Tb hexokinase 23, Calpain2 inh 6, Cl transport mod -1.9, PPC-1+TRAIL kill 30 and Furin inhibitor -10.
Screening O=C(CN1C(=O)S/C(=C\C=C\c2ccccc2)C1=O)Nc1ccccc1C(=O)O returned zfTRPN1 agonist 1.2, TRPML3 ag 0.7, thrombin 1536 2, EBV gp42 block -4, Tb hexokinase -2, Calpain2 inh 20, Cl transport mod -5.9*, PPC-1+TRAIL kill 14 and Furin inhibitor -16.
For COc1ccc(-n2c(C)cc(/C=C(\C#N)C(=O)NCc3ccco3)c2C)cc1 the results were zfTRPN1 agonist 0.1, TRPML3 ag 0.0, thrombin 1536 -5, EBV gp42 block -9, Tb hexokinase 15, Calpain2 inh -75, Cl transport mod -1.4, PPC-1+TRAIL kill 23 and Furin inhibitor -14.
Screening Cc1ccc(-c2nnc(N(C)C(=O)c3ccccn3)s2)cn1 returned zfTRPN1 agonist 1.2, TRPML3 ag 1.5, thrombin 1536 -11, EBV gp42 block -19, Tb hexokinase -7, Calpain2 inh -20, Cl transport mod 2.5, PPC-1+TRAIL kill 21 and Furin inhibitor -11[20 µM].
Cc1nnc(SCC(=O)Nc2ccc(N(C)C)cc2)n(N)c1=O was read as zfTRPN1 agonist -0.2, TRPML3 ag 0.6, thrombin 1536 -4, EBV gp42 block -3, Tb hexokinase -4, Calpain2 inh -27, Cl transport mod 0.001, PPC-1+TRAIL kill 13 and Furin inhibitor -34.
COc1ccc(C2=Nn3c(nnc3-c3ccccn3)SC2)cc1 was read as zfTRPN1 agonist -0.2, TRPML3 ag -1.1, thrombin 1536 1, EBV gp42 block 6, Tb hexokinase -13, Calpain2 inh -12, Cl transport mod -1.5, PPC-1+TRAIL kill 10 and Furin inhibitor -19.
O=C(CN1CCC(n2nnc3cc(F)ccc32)CC1)NNC(=O)c1ccccc1 was read as zfTRPN1 agonist 0.6, TRPML3 ag 0.1, thrombin 1536 2, EBV gp42 block -15, Tb hexokinase -6, Calpain2 inh -47, Cl transport mod -0.72, PPC-1+TRAIL kill -11 and Furin inhibitor -21[20 µM].

Gathered by group: the compounds so far containing fluorine
Screening O=C(NNc1cccc(Cl)n1)C(F)(F)F returned zfTRPN1 agonist -0.3, TRPML3 ag -0.5, thrombin 1536 -6, EBV gp42 block -22, Tb hexokinase -10, Calpain2 inh 0, Cl transport mod -0.09, PPC-1+TRAIL kill 9 and Furin inhibitor -8.
CN1CCN(c2nc(-c3ccco3)cc(C(F)(F)F)n2)CC1 was read as zfTRPN1 agonist 0.0, TRPML3 ag -0.5, thrombin 1536 -4, EBV gp42 block -21, Tb hexokinase -11, Calpain2 inh -38, PPC-1+TRAIL kill -10 and Furin inhibitor -5[20 µM].
O=C(CN1CCC(n2nnc3cc(F)ccc32)CC1)NNC(=O)c1ccccc1 was read as zfTRPN1 agonist 0.6, TRPML3 ag 0.1, thrombin 1536 2, EBV gp42 block -15, Tb hexokinase -6, Calpain2 inh -47, Cl transport mod -0.72, PPC-1+TRAIL kill -11 and Furin inhibitor -21[20 µM].

Carrying on.
CCc1nnc(NC(=O)CN2CCN(c3nc(-c4ccccc4)cs3)CC2)s1 was read as zfTRPN1 agonist 1.7, TRPML3 ag 1.3, thrombin 1536 3, EBV gp42 block -4, Tb hexokinase 12, Calpain2 inh -48, PPC-1+TRAIL kill -19 and Furin inhibitor -13.
CCN(CC)c1ccc(/C=N/NC(=O)Cc2cccs2)c(O)c1 was read as zfTRPN1 agonist -2.6, TRPML3 ag -1.2, thrombin 1536 1, EBV gp42 block -13, Tb hexokinase -12, Calpain2 inh 2, Cl transport mod 0.46, PPC-1+TRAIL kill 17 and Furin inhibitor -26.
CCOc1ccc2nc(NCCNC(=S)NCCCN(C)C)c(C#N)cc2c1 was read as zfTRPN1 agonist -1.2, TRPML3 ag 0.0, thrombin 1536 5, EBV gp42 block -4, Tb hexokinase 9, Calpain2 inh -211, Cl transport mod 0.75, PPC-1+TRAIL kill 11 and Furin inhibitor -18.
Screening COc1ccc(OC(C)C(=O)Nc2ccc([N+](=O)[O-])cc2)cc1 (stereo not drawn) returned zfTRPN1 agonist 1.6, TRPML3 ag -1.1, thrombin 1536 2, EBV gp42 block -4, Tb hexokinase -5, Calpain2 inh 12, Cl transport mod -0.65, PPC-1+TRAIL kill 13 and Furin inhibitor -4.
For C=CCn1c(SCC(=O)NC2CCCCC2)nnc1C(C)NC(=O)c1cccs1 (stereo not drawn) the results were zfTRPN1 agonist -0.1, TRPML3 ag -0.8, thrombin 1536 -1, EBV gp42 block -4, Tb hexokinase -4, Calpain2 inh -16, Cl transport mod -0.026, PPC-1+TRAIL kill 18 and Furin inhibitor 1[20 µM].
O=S(=O)(NCCNS(=O)(=O)c1ccc(F)cc1)c1ccc(F)cc1 was read as zfTRPN1 agonist -0.7, TRPML3 ag 0.3, thrombin 1536 0, EBV gp42 block -4, Tb hexokinase -1, Calpain2 inh -23, Cl transport mod -0.16, PPC-1+TRAIL kill 10 and Furin inhibitor -12[20 µM].
COc1ccccc1NC(=O)CCNC(=O)Cn1ccc2ccccc2c1=O was read as zfTRPN1 agonist 0.4, TRPML3 ag 0.5, thrombin 1536 -4, EBV gp42 block -1, Tb hexokinase -11, Calpain2 inh -27, Cl transport mod 0.079, PPC-1+TRAIL kill 2 and Furin inhibitor -21.
